# AMPAR-TARP mod: modulates AMPAR-stargazin complexes; O88602+P19491; HEK293 GluA2+stargazin, membrane potential dye (FDSS), glutamate EC50; hits were called plate by plate, in both directions; calls only at 30 µM; 40,000 tested, 3.5% active;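 active means any of four per-well response measures lying three or more SD from its plate-wide compound average, in either direction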
# Target sequence (O88602 whole entry, looked up): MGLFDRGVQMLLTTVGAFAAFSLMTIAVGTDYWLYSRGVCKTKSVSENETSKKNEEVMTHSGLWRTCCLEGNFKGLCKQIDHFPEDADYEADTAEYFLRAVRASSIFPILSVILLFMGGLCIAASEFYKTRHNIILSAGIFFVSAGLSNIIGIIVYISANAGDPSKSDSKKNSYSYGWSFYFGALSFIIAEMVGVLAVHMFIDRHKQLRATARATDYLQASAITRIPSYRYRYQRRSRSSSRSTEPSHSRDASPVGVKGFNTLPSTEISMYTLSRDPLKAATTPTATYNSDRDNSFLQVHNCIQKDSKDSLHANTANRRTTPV
# Target sequence (P19491 whole entry, looked up): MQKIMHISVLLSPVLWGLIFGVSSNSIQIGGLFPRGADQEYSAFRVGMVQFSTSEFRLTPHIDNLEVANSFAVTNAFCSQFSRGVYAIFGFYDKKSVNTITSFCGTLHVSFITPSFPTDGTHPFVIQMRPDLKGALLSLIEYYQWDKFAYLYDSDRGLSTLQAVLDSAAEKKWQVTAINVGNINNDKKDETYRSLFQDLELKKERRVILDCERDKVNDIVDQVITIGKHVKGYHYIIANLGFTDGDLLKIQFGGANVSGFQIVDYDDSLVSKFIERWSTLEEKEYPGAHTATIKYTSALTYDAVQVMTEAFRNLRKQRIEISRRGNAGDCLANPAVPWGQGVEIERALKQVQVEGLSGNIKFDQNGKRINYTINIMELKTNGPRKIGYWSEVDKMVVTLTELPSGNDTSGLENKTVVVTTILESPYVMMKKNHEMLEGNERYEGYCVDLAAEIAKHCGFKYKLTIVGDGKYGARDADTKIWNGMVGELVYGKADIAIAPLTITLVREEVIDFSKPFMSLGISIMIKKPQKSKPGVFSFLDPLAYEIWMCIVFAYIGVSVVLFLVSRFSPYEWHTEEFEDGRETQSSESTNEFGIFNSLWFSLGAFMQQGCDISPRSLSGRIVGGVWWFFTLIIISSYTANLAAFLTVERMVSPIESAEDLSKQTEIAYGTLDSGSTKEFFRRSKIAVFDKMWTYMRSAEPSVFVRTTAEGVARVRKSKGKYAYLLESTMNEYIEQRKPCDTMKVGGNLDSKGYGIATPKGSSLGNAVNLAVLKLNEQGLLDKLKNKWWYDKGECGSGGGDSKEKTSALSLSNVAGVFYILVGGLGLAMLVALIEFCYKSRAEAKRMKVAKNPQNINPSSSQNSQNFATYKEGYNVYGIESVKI
# AMPAR-TARP mod agonism max-min: recorded beside AMPAR-TARP mod, whose call it bears; compound max-min signal; compound-alone response (agonism);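 unitless range of fluorescence divided by baseline over first 100 seconds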
# AMPAR-TARP mod glutamate slope: also measured in AMPAR-TARP mod; calls as there; glutamate slope, % of max; measured here: glutamate response slope, % max;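 scaled per plate between vehicle wells and maximal 1 mM glutamate control wells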
# Starred values were filed as active, the others as inactive; i = inactive; + = active, no number; & = joins results of further samples.
AMPAR-TARP mod glutamate slope | AMPAR-TARP mod agonism max-min | AMPAR-TARP mod | Molecule
48 | 0.094 | i | NC(=O)c1ccc(NC(=O)Cn2cnc(-c3ccccc3)cc2=O)cc1
55 | 0.12 | i | Cc1cc(NC(=O)C(=O)NCC(c2cccc3ccccc23)N2CCCC2)c2ccccc2n1 (centres undefined)
39 | 0.19 | i | O=S(=O)(NCCNc1ccc(Nc2ccccn2)nn1)c1ccccc1Cl
65 | 0.11 | i | COCC(C)(O)CNC(=O)c1cc(C)on1 (centres undefined)
27 | 0.048 | i | CCOC(=O)CCC(=O)Nc1ccc(CC(=O)N2CCC(O)CC2)cc1
37 | 0.12 | i | Cc1nc2c(c(=O)c3ccccc3n2C)c(=O)n1Cc1ccco1
56 | 0.064 | i | O=C(Cc1cccc2ccccc12)NNC(=O)c1ccc(=O)n(Cc2ccccc2)c1
52 | 0.086 | i | CN(C)S(=O)(=O)N1CCN(C(=O)N2CCCCCC2)CC1

# Given tab-delimited: part of the list above.
smiles	AMPAR-TARP mod glutamate slope	AMPAR-TARP mod agonism max-min	AMPAR-TARP mod
Cc1cc(NC(=O)C(=O)NCC(c2cccc3ccccc23)N2CCCC2)c2ccccc2n1 (centres undefined)	55	0.12	i
O=S(=O)(NCCNc1ccc(Nc2ccccn2)nn1)c1ccccc1Cl	39	0.19	i
COCC(C)(O)CNC(=O)c1cc(C)on1 (centres undefined)	65	0.11	i
CCOC(=O)CCC(=O)Nc1ccc(CC(=O)N2CCC(O)CC2)cc1	27	0.048	i
Cc1nc2c(c(=O)c3ccccc3n2C)c(=O)n1Cc1ccco1	37	0.12	i
O=C(Cc1cccc2ccccc12)NNC(=O)c1ccc(=O)n(Cc2ccccc2)c1	56	0.064	i
CN(C)S(=O)(=O)N1CCN(C(=O)N2CCCCCC2)CC1	52	0.086	i

# (cont.)
AMPAR-TARP mod glutamate slope | AMPAR-TARP mod agonism max-min | AMPAR-TARP mod | Molecule
60 | 0.11 | i | CC1Cc2c(NC(=O)Cc3ccccc3)nn(C)c2NC1=O (centres undefined)
61 | 0.09 | i | COc1ccc(NC(=O)CN2N=NC3C(=O)N(c4ccc(OC)c(OC)c4)C(=O)C32)c(OC)c1 (centres undefined)
71 | 0.087 | i | Cc1cc(C)c(NC(=O)C2CCN(c3cnc4ccccc4n3)CC2)c(C)c1
63 | 0.13 | i | COc1nn(C)cc1C(=O)N1CCC(c2nnc(C(C)C)o2)CC1
58 | 0.085 | i | COc1ccc2oc(=O)c(S(=O)(=O)c3ccccc3F)cc2c1
54 | 0.1 | i | O=C(Nc1ccccc1[N+](=O)[O-])C(=O)N1CCC(Cc2ccccc2)CC1
62 | 0.042 | i | O=C(c1n[nH]c2ccccc12)N1CCN(c2ccccc2Cl)CC1
59 | 0.08 | i | O=C(Nc1ccc2c(c1)N(C(=O)C1CC1)CC2)C1c2ccccc2Oc2ccccc21
64 | 0.11 | i | CC(C)(C)c1ccc(C(=O)NCC2CCN(c3ncccn3)CC2)cc1
38 | 0.091 | i | COc1ccc(CCC(=O)NCCNC(=O)c2ccc(NC(=O)C(C)C)cc2)cc1
62 | 0.076 | i | Cc1cc(C)n(-c2ccc(N3CCCC(C(=O)N4CCc5ccccc5C4)C3)nn2)n1 (centres undefined)
62 | 0.084 | i | CNC(=O)Cc1ccc(NC(=O)c2ccccc2Br)cc1
41 | 0.13 | i | Cc1cc(=O)n2[nH]c(C(F)(F)F)c(-c3ccccc3)c2n1
49 | 0.094 | i | CCc1c2c(nc3sc(C(=O)NCC4CCCO4)c(N)c13)CC(C)(C)CC2=O (centres undefined)
77 | 0.19 | i | O=C(NCC(O)c1cccc2ccccc12)c1ccc2c(c1)OCO2 (centres undefined)
57 | 0.26 | i | O=C(c1ccc(C(F)(F)F)cc1)N1CCN(c2ccc(Nc3cccnc3)nn2)CC1

# Reprinted at random: 2 compounds from above, in no set order.
AMPAR-TARP mod glutamate slope | AMPAR-TARP mod agonism max-min | AMPAR-TARP mod | Molecule
61 | 0.09 | i | COc1ccc(NC(=O)CN2N=NC3C(=O)N(c4ccc(OC)c(OC)c4)C(=O)C32)c(OC)c1 (centres undefined)
55 | 0.12 | i | Cc1cc(NC(=O)C(=O)NCC(c2cccc3ccccc23)N2CCCC2)c2ccccc2n1 (centres undefined)

# Remaining list, next part:
AMPAR-TARP mod glutamate slope | AMPAR-TARP mod agonism max-min | AMPAR-TARP mod | Molecule
69 | 0.094 | i | O=C(NCc1cccs1)C(=O)Nc1ccc(O)cc1
55 | 0.1 | i | COc1ccc(S(=O)(=O)CCC(=O)Nc2nc3c(C)cc(Cl)cc3s2)cc1
47 | 0.087 | i | CC1CCN(c2nc3c(c(=O)n(C)c(=O)n3C)n2Cc2ccc(Cl)cc2)CC1
50 | 0.064 | i | O=C(NCCn1ncc2c(N3CCN(c4ncccn4)CC3)ncnc21)c1ccco1
35 | 0.086 | i | CS(=O)(=O)c1ccccc1NC(=O)C1CCCN(S(C)(=O)=O)C1 (centres undefined)
60 | 0.097 | i | COc1ccc(SCCC(=O)Nc2nnc(-c3ccc4c(c3)OCCO4)o2)cc1
61 | 0.1 | i | Cn1nnc2c(N3CCN(C(=O)NC4CCCCC4)CC3)ncnc21
40 | 0.052 | i | CCSc1nc2c(c(=O)[nH]1)C(c1cccc(O)c1)C1=C(CC(C)(C)CC1=O)N2 (centres undefined)
59 | 0.15 | i | O=S(=O)(NCC(O)(c1ccco1)C1CC1)c1cccc2ccccc12 (centres undefined)
61 | 0.1 | i | CCCOc1cn(-c2ccc(F)cc2)nc1C(=O)N1CCN(C(=O)c2ccco2)CC1
56 | 0.032 | i | CN(C)C(CNC(=O)C(=O)NC1CCCC1)c1ccc(F)cc1 (centres undefined)
54 | 0.075 | i | O=C(c1cc(=O)c2ccccc2o1)N1CCN(Cc2nc(-c3cccs3)cs2)CC1
56&109 | 0.076&0.048 | i | Cc1ccc(Cl)cc1N1CCN(C(=O)c2cc3cc(Br)ccc3oc2=O)CC1
56 | 0.068 | i | CN1C(=O)N(C)C2(CCN(S(=O)(=O)c3ccccc3)CC2)C1=O
68 | 0.096 | i | Cc1ccc(S(=O)(=O)N2CCN(C(=O)c3cnn4ccccc34)CC2)s1
52 | 0.041 | i | COc1ccc(NC(=S)Nc2ccccc2OC)c(OC)c1
65 | 0.12 | i | O=C1/C(=C/c2cccnc2)SC(=S)N1c1ccc2c(c1)OCCO2
58 | 0.076 | i | CCC(C(=O)NCCCC(=O)Nc1cccc2cccnc12)c1ccccc1 (centres undefined)
62 | 0.1 | i | Cc1ccc(S(=O)(=O)Nc2nc(CCC(=O)NCCc3ccc(F)cc3)cs2)cc1
64 | 0.095 | i | CCC(=O)c1ccc(OCC(O)CN2CCN(c3ccccn3)CC2)cc1 (centres undefined)
68 | 0.13 | i | C=CCn1c(N)c(S(=O)(=O)c2ccccc2)c2nc3ccccc3nc21
41&123 | 0.096&0.034 | i | COc1cccc(NC(=O)c2sccc2N(C)S(=O)(=O)c2ccccc2)c1
17 | 0.085 | i | CCOc1ccc(OCC(=O)Nc2cc(C)nn2-c2nc(-c3cccs3)cs2)cc1
53 | 0.15 | i | COc1ccc(N2CCCS2(=O)=O)cc1NC(=O)Nc1ccc(Cl)c(Cl)c1
54 | 0.086 | i | COc1ccc(C(=O)CSc2nccn(-c3cccc4ccccc34)c2=O)cc1OC
41* | 0.15* | + | Cc1ccc(CN2C(=O)NC3(CCN(C(=O)Nc4ccc(F)c(Cl)c4)CC3)C2=O)cc1
50 | 0.096 | i | COc1ccc(OC)c(/C=C2\Oc3cc(OC)ccc3C2=O)c1
65 | 0.08 | i | COc1ccc2c(=O)c(Oc3ccccc3Br)coc2c1
51 | 0.044 | i | CCN(CC)C(=O)Cn1cc(C(=O)C(=O)N(CCOC)CCOC)c2ccccc21
71 | 0.13 | i | Cc1nnsc1C(=O)NCCn1ncc2c(N3CCCCCC3)ncnc21
45 | 0.042 | i | Cc1cccc(S(=O)(=O)N2CCCCCC2)c1
59 | 0.11 | i | CCCc1nnsc1C(=O)N1CCC(c2nnc(C(C)C)o2)CC1
42 | 0.047 | i | Cc1ccc(N2CC(C(=O)N3CCN(c4ncnc5c4nnn5C)CC3)CC2=O)cc1C (centres undefined)
61 | 0.051 | i | COc1ccc(-c2c(C)nn3c(Nc4ccc(NC(C)=O)cc4)cc(C)nc23)cc1OC
61* | 0.16* | + | CCOc1ccc(OCC)c(S(=O)(=O)NCCn2nc(-c3ccc(OC)cc3)ccc2=O)c1
57 | 0.054 | i | O=C(NCCCc1ccccc1)C(=O)Nc1ccc2c(c1)OCCO2
56 | 0.098 | i | CC1Cc2c(NC(=O)C3c4ccccc4Oc4ccccc43)nn(C)c2NC1=O (centres undefined)
60 | 0.086 | i | COCCNC(=O)Cn1nc2c(c1NC(=O)CSc1ccncc1)CSC2
59 | 0.082 | i | O=c1n(Cc2ccccc2Cl)nc2ccc(S(=O)(=O)N3CCCCCC3)cn12
60 | 0.12 | i | Cn1c(=O)c2cc(C(=O)NCc3cccs3)sc2n(C)c1=O
65 | 0.056 | i | Cc1ccc(-c2nnc(NC(=O)C3CCN(S(=O)(=O)c4cccs4)CC3)o2)cc1C
54 | 0.063 | i | COC(=O)c1ccc(C(=O)NCC(c2ccc(F)cc2)N2CCN(C)CC2)cc1 (centres undefined)
74* | 0.18* | + | CN(C1CC1)S(=O)(=O)c1ccc(C(=O)Nc2ccc3c(c2)OCO3)cc1
53 | 0.046 | i | CC1CCCC1OCC(O)CNC(C)(C)CC(C)(C)C (centres undefined)
37 | 0.051 | i | Cc1cccc(NC(=O)Cn2nc3n(c(=O)c2=O)CCN3c2ccccc2)c1C
11 | 0.086 | i | CCc1nc2sc(C(c3ccc(Cl)cc3)N3CCN(Cc4ccccc4)CC3)c(O)n2n1 (centres undefined)
44 | 0.12 | i | COc1ccc(S(=O)(=O)N2CCSC2c2ccccc2Cl)cc1 (centres undefined)
28 | 0.048 | i | CN1CCN(c2ccc(-c3ccc(NC(=O)Nc4cccc(Cl)c4)cc3)nn2)CC1
33 | 0.047 | i | CC(Oc1cccc(F)c1)C(=O)N1CCN(c2ccc3nncn3n2)CC1 (centres undefined)
63 | 0.073 | i | COc1cccc(-n2c(C)cn3c4c(=O)n(CC(=O)OCc5ccccc5)c(=O)n(C)c4nc23)c1
56 | 0.076 | i | CC(C)S(=O)(=O)c1cccc(C(=O)Nc2sccc2C(N)=O)c1
55 | 0.099 | i | O=C(Nc1nccs1)C1CN(c2nc3c(C(F)(F)F)cccc3s2)C1
63 | 0.13 | i | COc1ccccc1OCC(=O)Nc1cc(C(=O)N2CCOCC2)cn(C)c1=O
41 | 0.055 | i | COc1ccc(NC(=O)CN2CCN(S(=O)(=O)N3CCCCCC3)CC2)cc1
47* | 0.17* | + | Cc1nc(NC(=O)c2cccc(Br)c2)sc1C
50 | 0.11 | i | CCC(C)(C)OCC(O)CN1CCN(C(c2ccccc2)c2ccccc2)CC1 (centres undefined)

# (more compounds)
AMPAR-TARP mod glutamate slope | AMPAR-TARP mod agonism max-min | AMPAR-TARP mod | Molecule
62 | 0.13 | i | CC(Oc1ccccc1)C(=O)N1CCN(Cc2nc(-c3ccco3)cs2)CC1 (centres undefined)
44 | 0.11 | i | COc1cc([N+](=O)[O-])ccc1NC(=O)CSc1ncccn1
32 | 0.35 | i | O=S(=O)(c1ccccc1Cl)N1CCN(c2ccc(Nc3ccccn3)nn2)CC1
56 | 0.036 | i | CCc1nnc(NS(=O)(=O)c2ccc(NC(=O)/C=C/C(=O)O)cc2)s1
8 | 0.072 | i | Cc1ccc(C)c(NC(=O)C(=O)NCCc2ccc3c(c2)CCCN3C)c1
29 | 0.049 | i | COC(=O)c1ccc(C(c2c(O)cc(C)n(C)c2=O)c2c(O)cc(C)n(C)c2=O)cc1
60 | 0.08 | i | COc1ccc(Cl)c(NC(=O)c2nnn(-c3cccc(C(F)(F)F)c3)c2N)c1
42 | 0.12 | i | Cc1ccc(NC(=O)C(=O)N2CCN(c3cccc(Cl)c3)CC2)c([N+](=O)[O-])c1
70 | 0.043 | i | O=C(CCN1C(=O)c2ccccc2S1(=O)=O)Nc1nc2ccccc2s1
58 | 0.098 | i | O=C(CCc1csc(NS(=O)(=O)c2ccccc2)n1)N1CCN(c2ncccn2)CC1
64 | 0.1 | i | CCc1cccc(NC(=O)CN(c2ccc(Cl)cc2)S(=O)(=O)c2ccsc2C(=O)OC)c1
56 | 0.023 | i | COc1ccc(-c2ccc(OCCNS(=O)(=O)c3ccc4c(c3)OCCO4)nn2)cc1
40 | 0.067 | i | O=C(Cc1cc(-c2cc3ccccc3o2)on1)NCc1ccc2c(c1)OCO2
41 | 0.052 | i | Cc1ccc(C(CNC(=O)C(=O)Nc2ccccc2[N+](=O)[O-])N(C)C)cc1 (centres undefined)
41* | 0.2* | + | COc1ccc(S(=O)(=O)Nc2ccccc2C(=O)Nc2ccc([N+](=O)[O-])cc2OC)cc1
53 | 0.11 | i | CSCCn1c(=NC(=O)c2ccco2)sc2cc3c(cc21)OCO3
38 | 0.048 | i | COc1ccc(OC)c(-n2c(C)cn3c4c(=O)n(CC(N)=O)c(=O)n(C)c4nc23)c1
51 | 0.16 | i | CCS(=O)(=O)N1CCN(Cc2nc(-c3ccc(Cl)cc3)cs2)CC1
65 | 0.093 | i | COCCNC(=O)N1CCN(c2nc3ccccc3n2Cc2ccccc2)CC1
57 | 0.071 | i | Cc1cc(C)n(-c2cc(N3CCCC(C(=O)Nc4cccc(C(F)(F)F)c4)C3)ncn2)n1 (centres undefined)
57 | 0.074 | i | COc1ccc(C2C(C(=O)Nc3ccccc3)=C(C)N=c3s/c(=C/c4cn(C)nc4C)c(=O)n32)cc1 (centres undefined)
59 | 0.087 | i | CSc1ccccc1C(=O)Nn1cnc2c(cnn2-c2ccc(C)c(C)c2)c1=O
59 | 0.06 | i | Cc1ccccc1-n1c(C)c(C)n2c3c(=O)n(CC(=O)OCc4ccccc4)c(=O)n(C)c3nc12
53&103 | 0.083&0.032 | i | C/C=C/c1ccc(OC2OC(CO)C(O)C(O)C2NC(C)=O)c(OC)c1 (centres undefined)
63 | 0.074 | i | CC1(C)CC(NS(=O)(=O)c2cccc3ccccc23)CC(C)(C)N1

# These rows are one share of the data; rates above refer to the full screens.
